hcGAS lum – blocks human cGAS activity; recombinant h-cGAS, ATP depletion, Kinase-Glo luminescence; inhibition, % at 12.5 µM; actives 0.081% (n = 290,000); AID 1259398;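 also: 0% = vehicle reaction and 100% = reaction without DNA for no activity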
Target sequence (Q8N884 whole entry, looked up): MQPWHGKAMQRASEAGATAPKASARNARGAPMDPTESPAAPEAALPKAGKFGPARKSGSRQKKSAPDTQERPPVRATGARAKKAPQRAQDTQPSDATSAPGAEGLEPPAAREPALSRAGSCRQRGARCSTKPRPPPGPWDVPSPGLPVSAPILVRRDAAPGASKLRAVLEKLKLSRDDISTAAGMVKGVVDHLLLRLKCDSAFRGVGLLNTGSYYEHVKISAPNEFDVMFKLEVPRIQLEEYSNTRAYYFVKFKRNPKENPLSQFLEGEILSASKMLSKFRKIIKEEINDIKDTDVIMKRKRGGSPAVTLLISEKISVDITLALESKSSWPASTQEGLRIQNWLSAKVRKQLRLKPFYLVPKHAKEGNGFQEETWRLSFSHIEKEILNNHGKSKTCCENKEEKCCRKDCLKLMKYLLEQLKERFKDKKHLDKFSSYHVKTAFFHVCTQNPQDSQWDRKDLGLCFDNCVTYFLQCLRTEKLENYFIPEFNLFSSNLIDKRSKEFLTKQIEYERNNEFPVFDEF
NPYLR7 agonist – mosquito NPYLR7 agonism; HEK293T NPYLR7/Galpha15, GCaMP6s calcium fluorescence; activation, % at 10 µM; actives 0.15% (n = 270,000); in the data active = activation above about 40%;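 also: 0% = vehicle and 100% = reference agonist at the receptor; some compounds past the cut are filed as inactive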
mcGAS lum – mouse cGAS inhibition by luminescence; actives 0.15% (n = 160,000); Q8C6L5; recombinant cGAS, Kinase-Glo ATP depletion luminescence; inhibition, % at 12.5 µM;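 also: 0% = negative control wells and 100% = reference inhibitor with no enzyme activity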
* = called active by the depositor; · = no result given; & = joins results of further samples. Rule as the data show it, unless noted: active = inhibition above about 40%; inactive = the rest.

1) CC(C#N)CN(C)C(=O)/C=C/c1c(F)cccc1F (stereo unspecified)
2) O=C(c1ccc(F)cc1)N1CCN(c2nc(Cc3ccccc3)nc3onc(-c4cccc(Oc5ccccc5)c4)c23)CC1
3) COc1cc(N)c(Cc2nccc3cc(OC)c(OC)cc23)cc1OC
4) O=C(Nc1nc2c(s1)CCCC2)c1cc(F)ccc1Br
5) CC(C)c1nc(CN(C)Cc2cc3ccccc3[nH]c2=O)cs1
6) Cc1ncc2c(c1CNC(=O)CSc1ncccn1)CCN(C(=O)c1ccc(CC(C)C)cc1)C2
7) Fc1cccc(Cl)c1C1c2[nH]c3ccccc3c2CCN1Cc1ccn[nH]1 (stereo unspecified)
8) COc1ccc2c(=O)c(-c3ccon3)coc2c1
Assay by compound	1	2	3	4	5	6	7	8
hcGAS lum	-7	-3	-2	-5	-8	1	-5	-3
NPYLR7 agonist	3	14	6	-10	4	-8	17	4
mcGAS lum	-11	-5	·	·	·	-3	-10	·

9) CC1(C)OC2OC(C(=O)Nc3ccc4c(c3)OCCO4)C3OC(C)(C)OC3C2O1 (stereo unspecified)
10) O=C(C(c1ccccc1)n1cnnn1)N1CCN(C2CCS(=O)(=O)C2)CC1 (stereo unspecified)
11) O=c1c(Oc2ccccc2Br)c(C(F)(F)F)oc2cc(O)ccc12
12) O=C(NCCNc1nc(-c2ccccc2Cl)nc2ccccc12)c1cccc(F)c1
13) COc1ccc(-n2c(SCc3ccc(C(=O)NC4CC4)cc3)nnc2-c2ccccc2Cl)cc1
14) COC(=O)C(C)N(C)CC(=O)N1CCSC1c1ccc(F)cc1 (stereo unspecified)
15) Cc1cn2c3c(=O)n(CCN4CCCCC4)c(=O)n(C)c3nc2n1CCN1CCCCC1
16) Cn1c(-c2cccnc2)n[nH]c1=S
Assay by compound	9	10	11	12	13	14	15	16
hcGAS lum	-4	-8	-3	5	-7	3	4	-7&-9
NPYLR7 agonist	2	3	5	0	15	4	10	-3&-7
mcGAS lum	-2	·	-4	-4	-11	-1	-8	-5

17) CC1(C(=O)NCC2CC2)CCN1C(=O)Cc1cc(F)ccc1F (stereo unspecified)
18) CC(=O)NCCc1cn(CCN2CCCCC2)c2ccc(C)cc12
19) COC(=O)c1cc(C)sc1N1C(=O)CC(Sc2ccccc2C(=O)O)C1=O (stereo unspecified)
20) COc1ccc(-n2c(C)cn3c4c(=O)n(C)c(=O)n(C)c4nc23)cc1
21) CC(C)(C)n1nc(-c2ccc(Cl)cc2)c2c(N)ncnc21
22) COCCNC(=O)CCN(Cc1ccccc1)c1nc(-c2ccc(OC)cc2)nc2ccccc12
23) CCCC(=O)NC(C)c1nnc(SCc2cccc(C)c2)n1-c1ccc(C)cc1 (stereo unspecified)
24) Cc1ccc2c(c1)c(CNC(=O)c1cccc(C#CC(C)(C)O)c1)nn2C
Assay by compound	17	18	19	20	21	22	23	24
hcGAS lum	-8	-3	-2	2	-4	-2	-8	-3
NPYLR7 agonist	7	-2	-11	-5	-10	18	16	-3
mcGAS lum	-3	-5	-9	0	·	1	-4	·

25) Cc1cccc(C)c1Nc1nnc(SCC(=O)N2C(C)CCCC2C)s1 (stereo unspecified)
26) COc1ccccc1-n1ccc2c(cnc3nc(C)nn32)c1=O
27) c1cncc(CSc2nnc3ccc(-c4ccc5c(c4)OCO5)nn23)c1
28) N#Cc1c2n(c(=O)n(Cc3cc(=O)n4ccsc4n3)c1=O)CCC2
29) c1cncc(-c2nc(N3CCCC3)c3c4c(sc3n2)CCC4)c1
30) O=C(CCc1ncc(-c2ccccc2)o1)N1CCN(S(=O)(=O)c2ccc(F)cc2)CC1
31) CCNC(=O)C(C)NC(=O)c1cc(-c2cc(C)oc2C)nc2onc(C)c12 (stereo unspecified)
32) O=C(C1CSCN1S(=O)(=O)c1cccnc1)N1CCSCC1 (stereo unspecified)
Assay by compound	25	26	27	28	29	30	31	32
hcGAS lum	-6	-7	-7	-8	-5	-3	-7	-9
NPYLR7 agonist	-3	1	-13	4	6	2	4	-5
mcGAS lum	-9	·	-7	·	·	·	·	-16

33) Cc1ccc(NC(=O)CNC(=O)CN(Cc2ccc(F)cc2)C(=O)c2cccc([N+](=O)[O-])c2)cc1
34) CN(C)C(CNCC(O)c1ccc2c(c1)OCO2)c1ccsc1 (stereo unspecified)
35) NS(=O)(=O)c1ccc(Cl)c([N+](=O)[O-])c1
36) CCCCOc1ccc(S(=O)(=O)N2CCC(c3c[nH]c4ccc(F)cc34)CC2)cc1
37) CCCCC(=O)Nc1c(C)nc2scc(C)n2c1=O
38) CC1CCN(c2ccc(NC(=O)C3CCN(C4CCS(=O)(=O)C4)CC3)cc2)CC1 (stereo unspecified)
39) O=S(=O)(c1cccnc1)N1CC(c2ccncc2)C1
40) Cc1cc(F)ccc1Oc1cc(N2CCN(Cc3ccc4c(c3)OCO4)CC2)ncn1
Assay by compound	33	34	35	36	37	38	39	40
hcGAS lum	-2	-9	-3	-8	-12	-1	-5	-1
NPYLR7 agonist	9	11	6	26	13	6	24	·
mcGAS lum	-3	·	-1	-5	-8	·	·	-4

41) C=Cc1ccc(C(=O)N(C)CC2CCN(CCc3ccc(Cl)cc3)CC2)cc1
42) CCc1noc(CCNC(=O)CC2COCCN2C(=O)N2CCCC2)n1 (stereo unspecified)
43) CCOC(=O)c1ccccc1N1C(=O)C2C3C=CC(C3)C2C1=O (stereo unspecified)
44) COC(=O)C(C)Oc1nc(C)c(Br)c(OC)n1 (stereo unspecified)
45) CCOC(=O)C1(C)CCCCN1C(=O)c1csnn1 (stereo unspecified)
46) COCC(C)NC(=O)C(=O)Nc1ccccc1[N+](=O)[O-] (stereo unspecified)
47) CC(NC(=O)OCc1ccccc1)C(=O)N1CCOC(COc2ccc3c(c2)CCCC3)C1 (stereo unspecified)
48) NC(=O)c1cc[n+](CC2=C(C(=O)O)N3C(=O)C(NC(=O)C(c4ccccc4)S(=O)(=O)O)C3SC2)cc1 (stereo unspecified)
Assay by compound	41	42	43	44	45	46	47	48
hcGAS lum	-3	4	-4	-8	-9	9	-7	4&9
NPYLR7 agonist	8	·	1	10	-1	-4	25	-5&0
mcGAS lum	-6	0	-3	·	·	·	·	21

49) Brc1ccc(-c2ccnc3ncnn23)cc1
50) OCCn1c(CSc2nc3ccccc3n2CCO)nc2ccccc21
51) NC(=O)COC(=O)CC(c1ccccc1)c1ccccc1
52) COC1CCCN(C(=O)C2(N(C)CCc3ccccc3)Cc3ccccc3C2)C1 (stereo unspecified)
53) COc1cc(CN2CCCC(C(=O)c3ccc(SC)cc3)C2)cc(Cl)c1O (stereo unspecified)
54) COc1ccccc1N1CCN(c2ccc(NC(=O)Nc3ccc(C)c(Cl)c3)cc2C(=O)NC(C)c2ccccc2)CC1 (stereo unspecified)
55) COc1cccc(CN2CCC3(CC2)NC(=O)c2cc(Br)ccc2N3)c1OC
56) O=C(NC(c1ccc2c(c1)OCO2)c1ccccn1)C1CCN(CCOc2ccc(F)cc2)CC1 (stereo unspecified)
Assay by compound	49	50	51	52	53	54	55	56
hcGAS lum	8	-3	-5	1	-5	-1	-7	-3
NPYLR7 agonist	3	5	-1	2	5	-1	0	-2
mcGAS lum	·	-3	·	-23	-10	-6	-4	-2

57) CCc1[nH]ncc1C(=O)NCc1cccnc1Oc1cccc(C(F)(F)F)c1
58) Cc1cc(NC(=O)CN2CCN(S(=O)(=O)c3cc(C(F)(F)F)ccc3Cl)CC2)no1
59) CCN1CCN(Cc2cc(C(=O)N(C)Cc3nc(C)cs3)no2)CC1
60) COC(=O)CC(C(=O)Nc1ccc(C)cc1Br)N1CCN(C)CC1 (stereo unspecified)
61) O=S(=O)(Nc1cc(Cl)ccc1F)c1ccc2ccccc2c1
62) COc1cccc(C2c3c(oc4ccccc4c3=O)C(=O)N2Cc2ccccc2)c1 (stereo unspecified)
63) C=C(C)Cn1c(C)c(C)n2c3c(=O)n(C)c(=O)n(C)c3nc12
64) CNC(=O)CSc1nnc2n1CCN2c1ccc(OC)cc1
Assay by compound	57	58	59	60	61	62	63	64
hcGAS lum	3	-6	-5	0	-6	-11	3	-10
NPYLR7 agonist	·	1	2	1	5	11	7	9
mcGAS lum	-3	·	·	·	·	-8	·	-8

65) O=C(NCCC1CC2CCC1C2)NCc1ccc(-c2ccn[nH]2)cc1 (stereo unspecified)
66) C=CCN(CC(=O)N(CCc1ccc(OC)c(OC)c1)Cc1ccc(C)s1)S(=O)(=O)c1cccc2cccnc12
67) O=C1CCCCC1Sc1nc2cc(Cl)ccc2c(=O)n1C1CCCCC1 (stereo unspecified)
68) CCOCCNC(=O)CSc1nc2cc(C(=O)OCC)ccc2n1Cc1ccc(C(F)(F)F)cc1
69) Cc1cccc2nc(C(=O)N3CCC4(CCCO4)CC3)c(F)n12
70) Cc1cc(C)c(Nc2ccc(Nc3ccc([N+](=O)[O-])cc3)c3c2C(=O)c2ccccc2C3=O)c(C)c1
71) COc1cc(C(=O)N/N=C\c2ccc(N3CCC(c4ccc(C)cc4)=N3)cc2)cc(OC)c1OC
72) Clc1cccc2c1CCC2Nc1ncnc2nc[nH]c12 (stereo unspecified)
Assay by compound	65	66	67	68	69	70	71	72
hcGAS lum	-5	-12	-11	-5	0	1	4	-8
NPYLR7 agonist	0	10	4	1	0	-6	-7	2
mcGAS lum	-13	-7	-7	-6	-6	-3	3	·

73) CN(Cc1ccc(-c2nc(-c3cccnc3)cc(=O)[nH]2)cc1)CC1COCCO1 (stereo unspecified)
74) O=C(c1ccc(C(F)(F)F)cc1)N1CCCC(N2CCN(c3ccc(F)cc3)CC2)C1 (stereo unspecified)
75) COc1cccc(Cc2nc3c(c(N4CCOCC4)n2)CN(C(=O)Nc2ccc(OC)cc2OC)CC3)c1
76) Cc1[nH]c(-c2ccccc2)nc1C(=O)NC1CCCN(CCc2ccccc2)C1 (stereo unspecified)
77) CC(=O)Oc1ccc(/C=C2N=C(/C=C/c3ccc(C)cc3)OC\2=O)cc1
78) O=C(O)c1ccc(S(=O)(=O)c2ccccc2)s1
79) COc1ccc(-c2csc(=Nc3cc(OC)cc(OC)c3)n2Cc2ccccn2)cc1
80) CCOC(=O)CSCCOc1ccc(C=C2C(=O)N(C)C(=O)N(C)C2=O)cc1OC
Assay by compound	73	74	75	76	77	78	79	80
hcGAS lum	-2	0	-1	-6	-4	-10	-2	-4
NPYLR7 agonist	0	-4	3	8	-4	-11	-9	-4
mcGAS lum	·	·	-4	-6	-3	·	1	-3

Sorted by SMILES length (smallest number first): some entries from above
8) COc1ccc2c(=O)c(-c3ccon3)coc2c1
45) CCOC(=O)C1(C)CCCCN1C(=O)c1csnn1 (stereo unspecified)
39) O=S(=O)(c1cccnc1)N1CC(c2ccncc2)C1
50) OCCn1c(CSc2nc3ccccc3n2CCO)nc2ccccc21
34) CN(C)C(CNCC(O)c1ccc2c(c1)OCO2)c1ccsc1 (stereo unspecified)
17) CC1(C(=O)NCC2CC2)CCN1C(=O)Cc1cc(F)ccc1F (stereo unspecified)
3) COc1cc(N)c(Cc2nccc3cc(OC)c(OC)cc23)cc1OC
67) O=C1CCCCC1Sc1nc2cc(Cl)ccc2c(=O)n1C1CCCCC1 (stereo unspecified)
27) c1cncc(CSc2nnc3ccc(-c4ccc5c(c4)OCO5)nn23)c1
28) N#Cc1c2n(c(=O)n(Cc3cc(=O)n4ccsc4n3)c1=O)CCC2
Assay by compound	8	45	39	50	34	17	3	67	27	28
hcGAS lum	-3	-9	-5	-3	-9	-8	-2	-11	-7	-8
NPYLR7 agonist	4	-1	24	5	11	7	6	4	-13	4
mcGAS lum	·	·	·	-3	·	-3	·	-7	-7	·

24) Cc1ccc2c(c1)c(CNC(=O)c1cccc(C#CC(C)(C)O)c1)nn2C
20) COc1ccc(-n2c(C)cn3c4c(=O)n(C)c(=O)n(C)c4nc23)cc1
80) CCOC(=O)CSCCOc1ccc(C=C2C(=O)N(C)C(=O)N(C)C2=O)cc1OC
36) CCCCOc1ccc(S(=O)(=O)N2CCC(c3c[nH]c4ccc(F)cc34)CC2)cc1
74) O=C(c1ccc(C(F)(F)F)cc1)N1CCCC(N2CCN(c3ccc(F)cc3)CC2)C1 (stereo unspecified)
30) O=C(CCc1ncc(-c2ccccc2)o1)N1CCN(S(=O)(=O)c2ccc(F)cc2)CC1
75) COc1cccc(Cc2nc3c(c(N4CCOCC4)n2)CN(C(=O)Nc2ccc(OC)cc2OC)CC3)c1
33) Cc1ccc(NC(=O)CNC(=O)CN(Cc2ccc(F)cc2)C(=O)c2cccc([N+](=O)[O-])c2)cc1
70) Cc1cc(C)c(Nc2ccc(Nc3ccc([N+](=O)[O-])cc3)c3c2C(=O)c2ccccc2C3=O)c(C)c1
Assay by compound	24	20	80	36	74	30	75	33	70
hcGAS lum	-3	2	-4	-8	0	-3	-1	-2	1
NPYLR7 agonist	-3	-5	-4	26	-4	2	3	9	-6
mcGAS lum	·	0	-3	-5	·	·	-4	-3	-3

Compound activity: PubChem, Fisher Drug Discovery Resource Center
